Assay outcomes deposited in PubChem BioAssay by National Center for Advancing Translational Sciences (NCATS).
Nrf2 activator: Nrf2 pathway activation; AREc32 ARE-luciferase reporter (MCF7-derived line), luminescence, 24 h; Potency, µM (titrated, usually from 46.1 µM), inactives show at the highest dose activation, hits mostly activators; AID 624171; 410,000 compounds, 0.31% hits; also: potency is read from the fitted curve at half-maximal effect; % of control where 0% means no effect; nearly all actives have a fitted effect of over 65% in size
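Luciferase luminescence (Steady-Glo, 30 min at room temperature) served as the read-out of ARE activation in AREc32 cells treated with compounds for 24 hr at 37 deg C.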
IL-1B inflam inh: blocks inflammasome-driven IL-1 beta release | activity change, % at 57.5 µM | THP-1 LPS/ATP IL-1B secretion, AlphaLISA, 16 h; hits give low values | 360,000 compounds, 4.7% hits | AID 743279; in the data active = activity change below about -50%; inconclusive = mostly about -30% to -49%; also: % is scaled to controls: 0 for no effect and ±100 for the full control effect
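Secreted IL-1B measured by AlphaLISA bead assay after 16 h compound exposure of THP-1 cells; compounds (final up to 57.5 uM) added 1 h before LPS (250 ng/mL) and ATP (1.25 mM) stimulation; lower signal means less secretion.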
Nrf2 block: Nrf2 pathway inhibition; A549 ARE-Fluc reporter, luciferase luminescence, 18-24 h; Potency, µM (highest dose often 46 µM), without a hit: at the top dose activity change, negative = inhibition, usual class: inhibitors; 360,000 compounds, 2.1% hits; AID 504444; also: potency is read from the fitted curve at half-maximal effect; % is scaled to controls: 0 for no effect and ±100 for the full control effect; nearly all actives have a fitted effect of over 60% in size
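Nrf2 function is reported as luminescence of an ARE-controlled luciferase in A549 cells. Compounds were tested at several concentrations, and a CellTiter-Fluor read on the same wells flagged cytotoxicity.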
TGFb inhibitor: inhibitors of TGF-b signaling. HepG2 CAGA-GFP TGF-b/SMAD3 reporter, GFP fluorescence, 18 h; TGF-beta stimulated, 500 pg/mL final. Potency, µM (series often up to 46.1 µM), for inactives: at the top dose activity, negative = inhibition, most hits filed as inhibitors. 410,000 compounds, 1.2% hits. AID 588855; also: potency is read from the fitted curve at half-maximal effect; % is scaled to controls: 0 for no effect and ±100 for the full control effect; nearly all actives have a fitted effect of over 65% in size
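Cell-based qHTS in HEPG2 carrying a CAGA-GFP Smad reporter; compounds added before 500 pg/mL final TGF-beta, 18 h incubation at 37 degrees C, GFP fluorescence quantified per cell by imaging cytometry.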
A549 viability: A549 cytotoxicity, counter-screen for Nrf2 inhibitors; A549 ARE-Fluc cells, CellTiter-Fluor viability, 18-24 h; Potency, µM (titrated, usually from 46 µM), for inactives: at the top dose activity change, negative = cytotoxicity, most hits filed as inhibitors; 390,000 compounds, 0.16% hits; AID 504648; also: potency is read from the fitted curve at half-maximal effect; % is scaled to controls: 0 for no effect and ±100 for the full control effect
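A549 ARE-Fluc cells in 5% FBS OPTI-MEM, 5000 cells/well, rested 2 h then exposed to compounds in concentration-response for 18-24 h at 37 °C. Viability by CellTiter-Fluor fluorescence (Ex 405/Em 525) after 30 min; luciferase luminescence (BugLite, 15 min, RT) read afterwards.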
S2 tox: viability counter-screen for ATXN expression inhibitors | AID 651635 | 400,000 compounds, 0.49% hits | S2 cells (HEK-293 line with an ATXN2-luciferase reporter) viability, CellTiter-Fluor protease fluorescence, 24 h | Potency, µM (top dose mostly 56.7 µM), most hits filed as cytotoxic; also: potency is read from the fitted curve at half-maximal effect; nearly all actives have a fitted effect of over 40% in size
MCF10A rerep: DNA re-replication induction in MCF 10a cells; Potency, µM (top dose mostly 46.1 µM), for inactives: top-dose activity, positive = re-replication, hits mostly activators; 350,000 compounds, 2.9% hits; MCF 10A DNA re-replication, Hoechst nuclear intensity, 48 h; also: potency is read from the fitted curve at half-maximal effect; % of control where 0% means no effect; nearly all actives have a fitted effect of over 50% in size
ATXN2 expr inh: reduces ATXN2 reporter expression in HEK-293 cells | Potency, µM (series often up to 57 µM), inactives show at the highest dose activity change, negative = inhibition, actives largely listed as inhibitors | HEK-293 ATXN2-luciferase reporter, luminescence, 24 h | 360,000 compounds, 0.72% hits; also: potency is read from the fitted curve at half-maximal effect; % is scaled to controls: 0 for no effect and ±100 for the full control effect; nearly all actives have a fitted effect of over 55% in size
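ATXN2-luciferase reporter cells (luciferase flanked by upstream and downstream ATXN2 gene portions) were treated 24 h at 37 °C with compounds at up to 57 uM. SteadyGlo luminescence gave expression; GF-AFC fluorescence gave viability.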
HepG2 viability: counter-screen for TGF-b inhibitors: cytotoxicity in HepG2 cells. HepG2 CAGA-GFP viability, ATP luminescence, 18 h. Potency, µM (top dose mostly 46.1 µM), for the others: top-dose activity change, negative = cytotoxicity, actives largely listed as cytotoxic. 410,000 compounds, 0.76% hits; also: potency is read from the fitted curve at half-maximal effect; some results filed as inactive show a strong effect at the top dose
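HepG2 CAGA-GFP cells (1000/well, DMEM with 1% FBS) received compound, then TGF-beta at 500 pg/mL final, and were incubated 18 hours at 37 degrees C. Viability was read by CellTiter-Glo luminescence. Media-only wells were set as complete cell-killing and DMSO as no toxicity.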
* hit, by the source's call; i = inactive; ? = inconclusive; . = not tested or not shown. Unless noted, calls follow the shape of the dose curve; as a rule, active = well fitted curve in the direction sought with a large enough effect; inconclusive = small, poorly fitted or top-dose-only effect, or another doubt; inactive = no such curve, though single readings can be large; an effect the other way counts as inactive or inconclusive.

item	mol	Nrf2 activator	IL-1B inflam inh	Nrf2 block	TGFb inhibitor	A549 viability
1	CC(=O)c1cn(CC(=O)Nc2ccccc2C)c2ccccc12	-0.4%	14	9.2µM*	0%	-6%
2	O=C(CC(c1ccccc1)c1ccccc1O)N1CCCC1 (stereo unspecified)	0.4%	14	11%	-3%	-4%
3	COc1ccc2oc(=O)c(-c3csc(Nc4cccc(O)c4)n3)cc2c1	3.8%	-79*	-19%	?	-3%
4	COc1ccc(NC(=O)c2cc(-c3cc(C)cc(C)c3O)n[nH]2)cc1Cl	-0.1%	-79*	-15%	?	-11%
5	O=C(Cc1c(O)c2ccccc2[nH]c1=O)NC1CCCCCCC1	0.1%	8	-7%	-2%	-1%
6	CCCNC(=S)N1CCC(C(=O)c2ccc(F)cc2)CC1	0.2%	-9	-28%	-5%	3%
7	O=C1c2cccnc2C(Nc2ccccc2)N1Cc1ccco1 (stereo unspecified)	3.0%	4	?	4%	2%
8	Cc1ccc(S(=O)(=O)NCCN=C(CN2CCCC2)NS(=O)(=O)c2ccc(C)cc2)cc1	0.1%	-6	-28%	-15%	-11%
9	C[C@]12CCC(=O)CC1=CCC1C3CC=C(C#N)[C@@]3(C)CC[C@@]12O (stereo partly specified)	-0.1%	15	-9%	-3%	-15%
10	COc1ccc([N+](=O)[O-])cc1C1NN=C(c2ccccc2O)S1 (stereo unspecified)	4.5µM*	32	?	-1%	-24%

item	S2 tox	MCF10A rerep	ATXN2 expr inh	HepG2 viability
1	i	1%	-21%	-5%
2	i	-4%	5%	-2%
3	i	23µM*	32%	15%
4	.	?	.	-103%
5	i	5%	5%	-2%
6	i	14%	-11%	-1%
7	i	0%	3%	-16%
8	i	1%	3%	1%
9	i	-2%	.	-14%
10	i	?	10%	-28%

Other compounds follow.
item	mol	Nrf2 activator	IL-1B inflam inh	Nrf2 block	TGFb inhibitor	A549 viability
11	CCOc1cccc(NC(=O)c2cnccc2C(F)(F)F)c1	-0.4%	.	-7%	?	1%
12	CCOc1ccccc1CN1CCN(Cc2cn(C)nc2-c2ccccc2)CC1CCO (stereo unspecified)	-0.5%	-1	0%	13%	-8%
13	O=C(Cn1cnc2ccccc2c1=O)Nc1ccc(S(=O)(=O)N2CCCC2)cc1	-1.9%	-8	5%	3%	-3%
14	CCOC(=O)C1(C)CCCN1C(=O)c1ccc(OC)cc1 (stereo unspecified)	-0.6%	0	.	12%	.
15	CC(=O)Nc1ccc(NC(=O)CN(c2cccc([N+](=O)[O-])c2)S(C)(=O)=O)cc1	-0.3%	4	?	22%	-2%
16	O=C(Nc1ccccc1C(=O)Nc1ccccc1)c1cccs1	-0.5%	10	-10%	0%	-2%
17	Cc1c(OC(C)C(=O)N[C@H](C(=O)O)c2ccccc2)ccc2c3c(c(=O)oc12)CCCC3 (stereo partly specified)	-0.1%	-18	11%	-7%	17%
18	C[C@H](CO)N1C[C@H](C)[C@@H](CN(C)Cc2ccc3c(c2)OCO3)Oc2c(NC(=O)C3CCCCC3)cccc2C1=O	3.7%	?	?	?	-18%
19	Cc1ccc(N(CC(=O)NC2CCCC2)C(=O)Cn2nnc(-c3ccccc3F)n2)cc1	0.1%	-9	?	-16%	-7%
20	COc1cc(S(=O)(=O)NCC2(N3CCCCC3)CCCCC2)ccc1NC(C)=O	-0.6%	7	9%	-24%	3%

item	S2 tox	MCF10A rerep	ATXN2 expr inh	HepG2 viability
11	?	23%	-15%	-33%
12	i	-3%	-5%	0%
13	i	-1%	-1%	1%
14	i	.	5%	10%
15	i	-2%	-34%	29%
16	i	7%	-5%	-38%
17	i	-1%	-19%	-31%
18	?	?	-22%	-2%
19	i	19%	-17%	-5%
20	i	2%	7%	2%

Next section:
item	mol	Nrf2 activator	IL-1B inflam inh	Nrf2 block	TGFb inhibitor	A549 viability
21	Cc1cc(OCC(=O)N2CCC(O)(c3ccc(Cl)cc3)CC2)c2c(C)cc(=O)oc2c1	-0.2%	23	?	-2%	3%
22	Cc1cc(C)nc(NC(=O)C(c2ccccc2)c2ccccc2)n1	0.4%	-17	8%	2%	-4%
23	Cc1cccc(C(C(=O)NCc2ccc(F)cc2)N(C(=O)c2csnn2)C2CC2)c1 (stereo unspecified)	2.3%	-12	6%	3%	3%
24	CCCOc1ccc(C(=O)Nc2ccc(N3CCN(C(=O)c4ccco4)CC3)cc2)cc1	0.0%	-27	?	-6%	-12%
25	O=C(Cn1nc(-c2ccccc2)ccc1=O)N1CCCCC1	-0.7%	-1	?	4%	-5%

item	S2 tox	MCF10A rerep	ATXN2 expr inh	HepG2 viability
21	.	2%	0%	4%
22	i	-2%	3%	0%
23	i	-26%	-1%	-10%
24	i	?	-27%	5%
25	i	1%	16%	-2%

Screen by screen, from the results shown:
Nrf2 block, compounds 5–15 → -7%, -28%, ?, -28%, -9%, ?, -7%, 0%, 5%, ., ?

An excerpt from above in order of heavy-atom count, highest first.
item	mol	Nrf2 activator	IL-1B inflam inh	Nrf2 block	TGFb inhibitor	A549 viability
18	C[C@H](CO)N1C[C@H](C)[C@@H](CN(C)Cc2ccc3c(c2)OCO3)Oc2c(NC(=O)C3CCCCC3)cccc2C1=O	3.7%	?	?	?	-18%
24	CCCOc1ccc(C(=O)Nc2ccc(N3CCN(C(=O)c4ccco4)CC3)cc2)cc1	0.0%	-27	?	-6%	-12%
21	Cc1cc(OCC(=O)N2CCC(O)(c3ccc(Cl)cc3)CC2)c2c(C)cc(=O)oc2c1	-0.2%	23	?	-2%	3%
23	Cc1cccc(C(C(=O)NCc2ccc(F)cc2)N(C(=O)c2csnn2)C2CC2)c1 (stereo unspecified)	2.3%	-12	6%	3%	3%
13	O=C(Cn1cnc2ccccc2c1=O)Nc1ccc(S(=O)(=O)N2CCCC2)cc1	-1.9%	-8	5%	3%	-3%
15	CC(=O)Nc1ccc(NC(=O)CN(c2cccc([N+](=O)[O-])c2)S(C)(=O)=O)cc1	-0.3%	4	?	22%	-2%
22	Cc1cc(C)nc(NC(=O)C(c2ccccc2)c2ccccc2)n1	0.4%	-17	8%	2%	-4%
16	O=C(Nc1ccccc1C(=O)Nc1ccccc1)c1cccs1	-0.5%	10	-10%	0%	-2%
25	O=C(Cn1nc(-c2ccccc2)ccc1=O)N1CCCCC1	-0.7%	-1	?	4%	-5%
14	CCOC(=O)C1(C)CCCN1C(=O)c1ccc(OC)cc1 (stereo unspecified)	-0.6%	0	.	12%	.

item	S2 tox	MCF10A rerep	ATXN2 expr inh	HepG2 viability
18	?	?	-22%	-2%
24	i	?	-27%	5%
21	.	2%	0%	4%
23	i	-26%	-1%	-10%
13	i	-1%	-1%	1%
15	i	-2%	-34%	29%
22	i	-2%	3%	0%
16	i	7%	-5%	-38%
25	i	1%	16%	-2%
14	i	.	5%	10%
